Screens from PubChem.
EWS-Fli inh: blocks EWS/Fli oncoprotein-driven transcription; A673 NR0B1-luciferase reporter, viability-normalised; inhibition, % at 12.6 µM; 350,000 compounds, 0.67% hits; AID 651661;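 active = mean inhibition of at least 50% after viability correction, with every replicate also passing that limit; inconclusive = mean reaches 50% but only one of two replicates passes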;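 note: firefly luciferase signal divided by Alamar Blue viability fluorescence both relative to DMSO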
ARNT-TACC3 inh: ARNT/TACC3 interaction disruption; Q9Y6A5; AlphaScreen His-ARNT PAS-B/GST-TACC3 binding, luminescence; TACC3 fragment carries E629A point mutation; inhibition, % at 9.99 µM; 390,000 compounds, 0.66% hits; AID 623870;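 active = mean inhibition of replicates at least 50% and at least half of replicates each reaching 50%; inconclusive = half or more replicates reach 50% but mean below 50%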;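 note: 0% = complete ARNT plus TACC3 wells and 100% = ARNT alone without TACC3; many hits fall short of the cut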
PAX8 reporter: inhibitors of PAX8 transcriptional activity in RMG-I cells | inhibition, % at 12.6 µM | RMG-I TPO-luciferase reporter, SteadyGlo, 24 h | AID 652154 | 360,000 compounds, 1.2% hits;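 active = mean replicate inhibition at least 60% with every replicate also reaching 60%; inconclusive = only one of the two criteria is met; inactive = mean below 60% and not all replicates reaching 60%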;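 note: luciferase light reporting Pax8 driven TPO promoter activity; plate controls were median of neutral control wells for no effect and mitoxantrone controls for full effect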
LGR2 inh: inhibitors of bursicon-induced Drosophila LGR2 receptor cAMP signaling. HEK293 LGR2, CRE-luciferase, bursicon-stimulated, 4 h. inhibition, % at 9.99 µM. 380,000 compounds, 0.35% hits. AID 720647;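 active = drop in luminescence signal, shown as inhibition above about 50% in the replicate tests, limit read from the data, passing the limit was not always enough; inconclusive = probably only some replicates passing the limit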;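 note: agonist challenge used bursicon conditioned medium at about half maximal strength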
SIRT5 block: inhibitors of human sirtuin-5 desuccinylase | 330,000 compounds, 1.1% hits | inhibition, % at 15 µM | Purified SirT5, succinyl-peptide AMC, trypsin-coupled fluorescence; in the data active = inhibition above about 15%; inconclusive = no clear call, values can overlap the other calls
Target sequence (Q9NXA8 whole entry, looked up): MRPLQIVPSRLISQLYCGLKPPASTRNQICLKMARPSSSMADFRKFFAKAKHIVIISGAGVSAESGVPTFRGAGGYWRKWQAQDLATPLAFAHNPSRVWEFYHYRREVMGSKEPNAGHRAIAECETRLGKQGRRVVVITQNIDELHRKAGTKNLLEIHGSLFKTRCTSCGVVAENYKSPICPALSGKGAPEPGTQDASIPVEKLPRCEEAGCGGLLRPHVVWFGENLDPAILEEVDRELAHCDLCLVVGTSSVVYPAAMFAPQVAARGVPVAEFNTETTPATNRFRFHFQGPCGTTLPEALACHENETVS
CASP6 VEID inh: caspase-6 (human) enzyme inhibition. P55212. purified caspase-6, Z-VEID-R110 cleavage fluorescence. inhibition, % at 12.5 µM. 350,000 compounds, 0.53% hits. AID 686996;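 active = mean inhibition across replicates at least about 35%, with every replicate also reaching that limit, limit read from the data; inconclusive = only one of the two criteria met; inactive = neither criterion met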;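 note: 0% = median of neutral control wells and 100% = no fluorescence left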
Target sequence (P55212 24-179 limits assumed): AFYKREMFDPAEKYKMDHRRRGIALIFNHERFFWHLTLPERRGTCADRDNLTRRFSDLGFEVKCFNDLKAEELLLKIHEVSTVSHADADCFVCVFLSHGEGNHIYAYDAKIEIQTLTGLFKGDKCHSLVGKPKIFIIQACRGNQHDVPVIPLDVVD
Target sequence (P55212 194-293 limits assumed): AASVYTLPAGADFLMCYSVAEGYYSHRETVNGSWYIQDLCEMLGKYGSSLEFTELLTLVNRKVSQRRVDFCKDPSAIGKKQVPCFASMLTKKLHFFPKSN
DENV2 CPE rescue: inhibitors of DENV2 cytopathic effect. 350,000 compounds, 1.7% hits. AID 651640. CPE inhibition, % at 9.99 µM. DENV2-infected cells, cytopathic effect rescue, plate reader; in the data active = CPE inhibition above about 20%, passing the limit was not always enough; inconclusive = no clear call, values can overlap the other calls; tested in BHK-21 cells;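 note: 0% = median of neutral control wells and 100% = median of positive control wells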
* marks the source's active call; other numbers are inactive results; ? = inconclusive; nt = no result given; & = joins results of further samples.

Compound	ARNT-TACC3 inh	SIRT5 block	LGR2 inh	CASP6 VEID inh	EWS-Fli inh	DENV2 CPE rescue	PAX8 reporter
COc1ccc(NC(=O)CN2C(=O)c3ccccc3Sc3ccc(C(=O)N4CCOCC4)cc32)c(OC)c1	0.2	-2.2	7.0	6.9	3.1	-5.0	-7.3
O=[N+]([O-])c1cccc(-n2nnnc2CNCc2ccccc2)c1	-6.8	-2.1	-14.0	1.9	-10.0	1.2	8.9
COc1cccc(-c2ccc([C@H]3[C@@H](CO)N4CCCCN(S(=O)(=O)c5cccs5)C[C@H]34)cc2)c1	0.6	0.1	0.1	13.7	8.6	-9.0	-22.9
CCC[C@H]1CN(c2ccccc2)C(=O)[C@@H]1CC(=O)Nc1ccccc1	nt	1.0	-12.3	-0.4	4.5	-0.9	5.0
CC(C)c1ccc2[nH]c3c(c2c1)[C@@H]1CCN2C(=O)CCC[C@H](C3)[C@H]12	-12.5	34.5*	-11.0	-1.6	-64.0	-12.3	-56.8
O=C(Nc1cccnc1)c1cc(-c2ccc(Cl)cc2)on1	-18.7	-0.6	-60.8	-1.0	-83.4	5.2	9.1
C[C@H]1CN([C@@H](C)CO)C(=O)Cc2cc(NC(=O)CCN3CCOCC3)ccc2O[C@H]1CN(C)Cc1ccc(Oc2ccccc2)cc1	1.9	-6.5	5.3	-0.2	9.9	-2.6	nt
CC(NCCOc1ccccc1F)C(=O)Nc1ccc(S(N)(=O)=O)cc1 (centres undefined)	-1.3	-4.0	-14.1	nt	-4.7	11.5	-1.4
NNC(=O)c1ccc(CSc2cccc3cccnc23)cc1	-3.1	-1.5	nt	9.7	-2.7	-7.5	7.3
COc1cc(C(C)=O)ccc1Oc1cc(NN2CCCCC2)c([N+](=O)[O-])cc1[N+](=O)[O-]	7.6	1.2	13.8	1.3	7.9	0.7	22.4
O=S(=O)(c1ccc(NC(=S)NCCC(c2ccccc2)c2ccccc2)cc1)N1CCOCC1	-8.0	nt	14.4	nt	nt	nt	25.1
O=C1N[C@H]2CC=C[C@H]2N(Cc2cccs2)c2ccccc21	-8.0	-4.5	8.5	5.6	3.5	-11.1	-4.2
CCNc1nc(CN2CCCCC2)nc2scc(-c3ccccc3)c12	nt	-1.5	13.5	10.1	23.5	-5.0	15.2
CC(C)C(=O)Nc1ccc2c(c1)C(=O)N(C)[C@H]1CC[C@@H](CC(=O)NCc3ccc(F)cc3)O[C@@H]1CO2	-6.6	-0.4	-15.6	-0.4	-0.3	-7.6	0.9
COc1cc(OC)c(NC(=O)Cn2cnc3sc(C)c(S(=O)(=O)N4CCOCC4)c3c2=O)cc1Cl	3.0	-0.3	-13.8	-0.6	-1.9	-8.0	13.2
CCCNC(=O)N1C[C@H](O)COC[C@@H]2O[C@@H](CC(=O)N3CCN(C)CC3)CC[C@H]21	-4.6	-0.8	7.8	0.3	-0.6	1.3	-13.7
O=[N+]([O-])c1ccc(/C=N/Nc2nc3ccccc3o2)cc1	-3.8	2.0	-64.3	-1.9	-87.0	1.5	-132.7
COc1ccc(S(=O)(=O)Oc2cccc(/C=N/N=C3/NC(=O)C(CC(=O)O)S3)c2)cc1 (centres undefined)	-4.4	1.2	23.3	4.7	5.3	2.0	3.0
C[C@H]1CN([C@@H](C)CO)C(=O)c2cc(NC(=O)c3ccncc3)ccc2O[C@@H]1CN(C)Cc1ccc(Cl)c(Cl)c1	-2.7	-2.9	14.7	2.7	nt	-4.2	-13.5
COc1ccc(NCc2nc3ccccc3n2C)cc1	-1.0	-2.0	-33.7	0.8	-82.3	-3.2	-71.5
Cc1ccc(Oc2coc3cc(O)ccc3c2=O)cc1	-6.6	-6.3	-15.2	1.0	-37.8	1.5	-78.2
CC1(C(=O)Nc2cnc3ccccc3c2)CCN1Cc1ccccc1Cl (centres undefined)	nt	-2.6	38.6	1.2	-26.3	-1.6	10.8
COc1cccc(NC(=O)c2c(C)nn(-c3ccccc3)c2Cl)c1	-7.2	1.3	-12.8	2.7	-46.8	-4.2	-65.0
Cc1ccc(NC(=O)C2CCN(S(=O)(=O)c3ccc4c(c3)OCCCO4)CC2)nc1	-0.6	-8.9	-2.1	2.8	19.9	1.7	42.4
COc1ccc(N2CCN(CC(O)COc3ccccc3[N+](=O)[O-])CC2)cc1 (centres undefined)	nt	-0.5	5.7	1.2	-12.2	5.1	18.1
CO[C@H]1CN(C)C(=O)c2cc(NC(C)=O)ccc2OC[C@H](C)N(C(=O)c2ccccc2)C[C@@H]1C	-3.1	0.1	-6.6	1.3	1.0	-10.2	4.1
CCCCCOc1ccc(C(=O)Nc2ccc(N3CCOCC3)cc2N2CCOCC2)cc1	nt	5.5	nt	-0.9	1.0	5.1	-12.8
O=C(CN1C(=O)COc2ccc(Cl)cc21)Nc1ccc2c(c1)OCCO2	6.5	2.0	3.9	1.7	-3.7	-1.5	nt
COc1ccc2c(c1OC)C(=O)OC2Nc1nc(-c2cc3cc(Br)ccc3oc2=O)cs1 (centres undefined)	6.4	1.8	-94.0	-0.7	-126.9	?	-219.4
NS(=O)(=O)c1ccc(N/N=C/c2ccc[nH]2)c([N+](=O)[O-])c1	5.8	1.1	7.7	0.4	-4.0	-0.3	34.1
CN(C)C(=O)c1ccc(-c2ccc([C@H]3[C@H](CO)N4CCCCN(Cc5cncnc5)C[C@@H]34)cc2)cc1	-8.2	-2.4	5.2	-18.2	-24.3	8.2	-13.2
COc1ccc(C2=CCCCCC2)cc1OC	nt	0.5	-35.7	0.9	-45.0	-3.7	-31.8
Cc1ccc(CN2C(=O)CCC2(C)c2nnnn2-c2c(C)cccc2C)cc1 (centres undefined)	nt	16.1*	7.1	3.1	-4.4	-4.2	8.1
O=C(N=C1SC2CS(=O)(=O)CC2N1c1ccc(F)c(Cl)c1)C1CC1 (centres undefined)	-5.0	-0.3	4.4	-1.6	-7.0	0.7	6.2
COc1ccc(CN(C)C[C@H]2OCCCC[C@@H](C)Oc3ccc(NC(=O)CCC(F)(F)F)cc3C(=O)N([C@@H](C)CO)C[C@@H]2C)cc1	0.6	-1.0	10.4	-2.5	1.4	10.8	0.2
COc1cc(C(=O)NNC2=NC(C)(C)Cc3cc(C)c(C)cc32)cc(OC)c1OC	nt	-1.4	-2.7	1.9	6.6	-3.6	12.9
Cn1c(=O)[nH]c(=O)c2cc(C(=O)c3cc(F)ccc3O)cnc21	-5.6	0.4	nt	2.8	7.2	-0.2	1.9
CNC[C@H]1Oc2cc(C#Cc3cccnc3)ccc2S(=O)(=O)N([C@@H](C)CO)C[C@@H]1C	14.4	5.8	-8.8	-1.6	-4.9	-10.8	nt
CCOC(=O)N[C@@H](Cc1cccnc1)C(=O)N1CCC[C@H]1C(=O)NCCc1ccccc1Cl	nt	-0.5	-19.5	0.0	1.0	-12.5	-2.1
O=C(NCc1ccncc1)C12CC3CC(CC(Cl)(C3)C1)C2	-0.3	1.0	0.4	-0.2	1.6	?	7.4
Nc1nc(SCC(=O)NCc2ccc(F)cc2)[nH]c(=O)c1NC(=O)c1ccc(Cl)cc1	1.4	nt	1.7	nt	nt	nt	1.6
CO[C@H]1CN(C)C(=O)c2cccc(C#N)c2OC[C@H]2O[C@H](CC[C@@H]2OC)CCN(C)C(=O)[C@H]1C	-25.6	21.3*	-1.7	-15.0	-19.5	13.6	4.7
CCOc1nc(Nc2ccccc2)nc(OCC)n1	-5.3	0.5	-32.4	3.4	-1.1	-6.3	6.2
CCOc1ccc(N(CC)C(=O)c2nn(-c3ccc(OC)cc3)c(=O)c3c2c2ccccc2n3C)cc1	3.8	0.4	13.4	nt	9.4	-1.9	5.3
CC(C)NC(=O)CN(Cc1ccc(F)cc1)C(=O)CCC(=O)Nc1ccccn1	-0.5	7.6	8.0	-1.7	3.2	-5.7	1.1
CCCCC1=NN(C(=O)c2ccco2)C(O)(C(F)(F)F)C1 (centres undefined)	-3.6	7.2	12.5	0.1	21.2	4.1	20.5
O=C(CN1C(=O)NC2(CCc3ccccc32)C1=O)NCc1ccc(F)cc1 (centres undefined)	-2.5	4.3	9.6	0.6	0.7	?	-7.8
O=C(Nc1cc(S(=O)(=O)N2CCOCC2)ccc1Oc1ccc(F)cc1)C1=COCCO1	6.3	-0.1	2.9	-3.5	8.8	-2.1	-7.3
C[C@@H]1CN([C@H](C)CO)C(=O)c2cc(-c3cccnc3)cnc2O[C@H]1CN(C)C(=O)NC1CCCC1	nt	1.8	-4.4	4.3	-10.2	8.5	nt
Cc1cc(SCC(=O)OCC(=O)NCc2ccc3c(c2)OCO3)c(C)cc1Br	-1.9	-3.4	-6.0	4.3	0.5	-1.9	-3.9
COCC#Cc1ccc([C@H]2[C@H]3CN(Cc4cccnc4)CCCCN3[C@H]2CO)cc1	nt	nt	-10.6	nt	-7.1	nt	-0.9
COc1ccc(/C=C/C(=O)NCC(=O)N/N=C/c2cccs2)cc1	-4.2	-8.9	12.2	3.1	nt	14.0	5.6
CC(=O)c1ccc(OC(C)C)c(CN2CCCCC2)c1	3.2	-1.0	8.9	-12.6	8.9	nt	nt
Cc1ccc(NC(=O)CN(C)CCOc2ccccc2)c([N+](=O)[O-])c1	-7.4	-1.7	-2.7	1.0	-2.9	-0.1	-5.5
CCOC(=O)CC(=O)c1sc2c(c1N)c(=O)[nH]c(=O)n2-c1ccc(OC)cc1	-7.3	0.0	0.0	1.5	-2.7	5.5	-4.5
Cc1nc2ccccc2cc1C(=O)N/N=C/c1ccc([N+](=O)[O-])cc1	-17.3	-2.3	-5.5	0.9	6.3	-3.6	0.8

Rewritten with two lines to a compound: two of the compounds above
Every second line gives: ARNT-TACC3 inh | SIRT5 block | LGR2 inh | CASP6 VEID inh | EWS-Fli inh | DENV2 CPE rescue | PAX8 reporter
C[C@@H]1CN([C@H](C)CO)C(=O)c2cc(-c3cccnc3)cnc2O[C@H]1CN(C)C(=O)NC1CCCC1
    nt | 1.8 | -4.4 | 4.3 | -10.2 | 8.5 | nt
Cc1cc(SCC(=O)OCC(=O)NCc2ccc3c(c2)OCO3)c(C)cc1Br
    -1.9 | -3.4 | -6.0 | 4.3 | 0.5 | -1.9 | -3.9

(continued)
Compound	ARNT-TACC3 inh	SIRT5 block	LGR2 inh	CASP6 VEID inh	EWS-Fli inh	DENV2 CPE rescue	PAX8 reporter
COC(=O)c1ccc2nc(-c3cccc(Cl)c3)c(Cc3ccsc3)n2c1	nt	0.1	-70.0	3.5	-10.6	-10.1	-56.9
CCOC(=O)Cc1csc(NC(=O)C(C)c2ccc([N+](=O)[O-])cc2)n1 (centres undefined)	nt	-1.5	-12.5	0.9	0.8	-2.4	2.4
CCC(=O)Oc1ccc2c(c1)OC1(OC(C)=O)OC(C)CC1=C2C (centres undefined)	4.0	-28.2	0.9	1.0	6.6	-2.8	-20.4
COc1ccc(S(=O)(=O)N(C)C[C@@H]2OCCCC[C@@H](C)Oc3ccc(NC(=O)NC(C)C)cc3C(=O)N([C@H](C)CO)C[C@@H]2C)cc1	-0.4	1.5&1.2	-2.1	-2.5&0.6	5.4&-2.3	2.2&-0.1	7.0&-19.3
O=C1/C(=C/c2cccnc2)SC(=S)N1Cc1ccco1	-5.9	-4.4	-4.2	-2.2	14.8	2.4	-14.9
CCCC(=O)Nc1ccc2c(c1)C(=O)N(C)C[C@H](OC)[C@@H](C)CN(CCC)[C@H](C)CO2	-2.7	0.7	12.9	-0.1	4.6	-0.1	-22.6
C[C@H](CO)N1C[C@H](C)[C@@H](CN(C)S(=O)(=O)c2ccc(F)cc2)Oc2c(NC(=O)Nc3ccccc3)cccc2C1=O	3.4&3.8	7.5&-4.6	18.6&0.0	1.8&0.2	9.1&14.0	?	5.3&18.4
Cc1cc(C(=O)Nc2cccc3c2O[C@H](CN(C)C)[C@H](C)CN([C@H](C)CO)C3=O)n(C)n1	0.9	-1.6	20.0	1.8	-5.9	?	-0.2
CCCCCCN1C(=O)CC(NC(=O)OCC2c3ccccc3-c3ccccc32)C/C=C\C1C(C)C (centres undefined)	-4.4	5.1	0.4	-2.0	-4.6	0.4	-8.3
